GLP1R cytotox: cytotoxicity in counter-screen for GLP-1R inverse agonists; HEK293 cAMP-luciferase reporter cells, luminescence, 24 h; Potency, µM (doses to about 38.3 µM), inactives show at the top dose activity change, negative = inhibition, most hits filed as inhibitors; hit rate 0.13% among 410,000; AID 624418;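 also: loss of luciferase light is scored as toxicity; potency is read from the fitted curve at half-maximal effect; % is scaled to controls: 0 for no effect and ±100 for the full control effect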
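Compound-treated cells are incubated 24 hr at 37 deg C under 5% CO2 after a 12 hour attachment period, then luciferase detection reagent is added and luminescence is measured following 12 min at room temperature; lowered signal indicates toxicity.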
GLP-1R inv ag: acts as inverse agonist at human GLP-1 receptor | hit rate 1.6% among 410,000 | AID 624417 | HEK293 GLP-1R CRE-luciferase, luminescence, 24 h; GLP-1R form is constitutively active | P43220 | Potency, µM (series often up to 38.3 µM), inactives show at the highest dose activity change, negative = inhibition, actives largely listed as inhibitors; also: potency is read from the fitted curve at half-maximal effect; % is scaled to controls: 0 for no effect and ±100 for the full control effect; nearly all actives have a fitted effect of over 55% in size
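Stable HEK293 clone (constitutively active GLP-1R + cAMP-response luciferase); 200 cells/uL plated, 12 h pre-culture, compound 24 hr, 37 deg C/5% CO2; detection reagent 12 min RT; luminescence.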
IL2 activator: activates IL-2 in a cell-based reporter assay. hit rate 0.065% among 360,000. activation, % (series mostly up to about 46 µM). IL-2 activation reporter assay, cell-based qHTS; stimulated with anti-CD3/CD4/CD28 beads; in transgenic mouse T cells; in the data active = activation above about 50%; inconclusive = mostly about 30% to 49%; also: 0% is about no effect
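Quantitative HTS in unstimulated transgenic mouse T cells, with memory T cells as non-tolerant control and PMA/ionomycin as tolerance-bypass control. Compound pretreatment lasted 60 minutes before 18 h bead stimulation; EGFP/DsRed fluorescence read.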
PI5P4K alpha inh: PI5P4K alpha (human) kinase inhibition. max response, %. hit rate 1.2% among 330,000. PI5P4Kalpha enzyme, ADP-Glo luminescence, 60 min; stronger effect = lower value; active = max response of -50% or lower; inconclusive = between -30% and -50%; inactive = -30% or higher; also: value at the top dose of about 77 µM; % is scaled to controls: 0 for no effect and ±100 for the full control effect
Target sequence (P48426 whole entry, looked up): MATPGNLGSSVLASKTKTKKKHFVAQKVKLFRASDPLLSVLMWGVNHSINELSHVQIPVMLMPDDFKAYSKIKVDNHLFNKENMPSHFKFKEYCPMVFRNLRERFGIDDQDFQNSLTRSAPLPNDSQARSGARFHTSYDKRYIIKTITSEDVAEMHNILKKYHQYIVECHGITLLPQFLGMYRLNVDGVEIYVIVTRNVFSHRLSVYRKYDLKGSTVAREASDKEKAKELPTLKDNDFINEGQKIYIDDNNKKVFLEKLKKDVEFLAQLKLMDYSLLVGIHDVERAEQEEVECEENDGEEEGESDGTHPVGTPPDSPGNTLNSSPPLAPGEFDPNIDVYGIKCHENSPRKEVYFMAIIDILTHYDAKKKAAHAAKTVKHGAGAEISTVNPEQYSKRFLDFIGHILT
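Compounds were pin-transferred onto PI5P4Kalpha and substrate in HEPES pH 7.4 buffer with EGTA, CHAPS and 5% DMSO. ATP (5 microM final) started the reaction, which ran 60 minutes at room temperature before ADP-Glo detection.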
PLK1 PBD block: PLK1 (human) polo-box domain binding inhibition. P53350. Plk1 PBD binding of FITC phosphopeptide, fluorescence polarization. Potency, µM, inactives show max response, negative = inhibition, hits mostly inhibitors. hit rate 2.8% among 360,000. AID 720504; also: potency is read from the fitted curve at half-maximal effect; series mostly up to about 57 µM; % is scaled to controls: 0 for no effect and ±100 for the full control effect; nearly all actives have a fitted effect of over 65% in size
EPAC1 ag: agonists of human EPAC1. O95398. Potency, µM (top dose mostly 154 µM), inactives show top-dose activation, actives largely listed as activators. EPAC1 agonist qHTS, biochemical assay; response scale: 100% = response to 6.5 mM cAMP. hit rate 0.073% among 360,000; also: potency is read from the fitted curve at half-maximal effect; nearly all actives have a fitted effect of over 60% in size
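Nucleotide exchange by EPAC1 (100 nM) on Rap1B–BODIPY-GDP (250 nM) in the presence of 50 uM GDP is tracked fluorescently at 480/540 nm over 30 min. Signals are normalized to a 6.5 mM cAMP control.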
PTHR1 agonist: agonists of human PTHR1 parathyroid hormone receptor; HEK293 GP2 PTHR1 cells, GloSensor cAMP luminescence, 1 h; Potency, µM (highest dose often 115 µM), for inactives: top-dose activation, most hits filed as activators; hit rate 0.075% among 410,000; AID 743266; also: potency is read from the fitted curve at half-maximal effect; nearly all actives have a fitted effect of over 55% in size; some results filed as inactive show a strong effect at the top dose; inactives centre near -15; many of its hits are not listed in these tables
Target sequence (Q03431 whole entry, looked up): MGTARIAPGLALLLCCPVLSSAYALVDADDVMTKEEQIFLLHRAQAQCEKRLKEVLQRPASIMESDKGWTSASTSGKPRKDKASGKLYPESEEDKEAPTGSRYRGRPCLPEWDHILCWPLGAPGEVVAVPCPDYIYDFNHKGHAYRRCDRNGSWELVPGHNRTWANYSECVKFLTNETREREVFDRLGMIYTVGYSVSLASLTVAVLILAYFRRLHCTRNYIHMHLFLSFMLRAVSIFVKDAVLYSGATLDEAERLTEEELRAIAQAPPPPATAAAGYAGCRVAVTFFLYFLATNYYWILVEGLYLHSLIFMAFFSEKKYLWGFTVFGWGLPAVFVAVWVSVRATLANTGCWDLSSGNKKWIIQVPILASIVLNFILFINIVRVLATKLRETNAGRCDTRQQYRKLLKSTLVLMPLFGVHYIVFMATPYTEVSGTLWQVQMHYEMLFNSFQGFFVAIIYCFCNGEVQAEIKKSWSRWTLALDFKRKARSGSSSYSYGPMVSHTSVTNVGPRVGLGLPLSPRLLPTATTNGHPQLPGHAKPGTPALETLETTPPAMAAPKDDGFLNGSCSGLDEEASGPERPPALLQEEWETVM
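HEK-293-derived GP2 cells expressing PTHR1 and a GloSensor cAMP reporter, 3,000/well, plated overnight, given luciferin plus IBMX (each 0.5 mM as added) for 1 h at 37 °C, then compound for 1 h at 37 °C. Luminescence was read after 15 min at room temperature.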
GLP1R ag: activates the human GLP-1 receptor. hit rate 0.007% among 380,000. P43220. HEK293 GLP-1R CRE-luciferase, luminescence, 4-6 h; cells express a hypersensitive GLP-1R form. Potency, µM (doses to about 45.6 µM), for inactives: top-dose activation, actives largely listed as activators; also: potency is read from the fitted curve at half-maximal effect; % of control where 0% means no effect
EPAC1 antagonist: EPAC1 (human) antagonism; hit rate 0.14% among 360,000; AID 720709; Potency, µM (highest dose often 115 µM), inactives show at the top dose activity change, negative = inhibition, actives largely listed as inhibitors; EPAC1 GEF assay, Rap1b-BODIPY-GDP exchange fluorescence; O95398;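 also: potency is read from the fitted curve at half-maximal effect; plate controls were vehicle for no effect and positive control for full effect; nearly all actives have a fitted effect of over 50% in size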
Active calls of the source: *; i = inactive; ? = inconclusive; . = not tested or not shown; & = joins results of further samples; [ ] = another dose, or the depositor's remark. Unless noted, calls follow the shape of the dose curve; as a rule, active = well fitted curve in the direction sought with a large enough effect; inconclusive = small, poorly fitted or top-dose-only effect, or another doubt; inactive = no such curve, though single readings can be large; an effect the other way counts as inactive or inconclusive. Only part of the results is shown; count on the stated rates, not on these rows.

SMILES	GLP1R cytotox	GLP-1R inv ag	IL2 activator	PI5P4K alpha inh	PLK1 PBD block	EPAC1 ag	PTHR1 agonist	GLP1R ag	EPAC1 antagonist
CCNS(=O)(=O)c1ccc2nc(NC(=O)/C=C/c3cc(OC)c(OC)c(OC)c3)sc2c1	6.4%	-5.9%	2.1	1.0	-0.8%	-2.1%	i	-2.4%	-7.3%
Cn1nc(C(=O)N2CCN(c3ccccc3F)CC2)c2c1-c1ccccc1S(=O)(=O)C2	-10.4%&-1.5%	15.0%&-5.2%	-2.6	-1.5	-16.0%	11.4%	-2.0%&-24.1%	13.6%	11.4%
CSCCC(NS(=O)(=O)c1ccc2c(c1)oc(=O)n2C)C(=O)NC1CCC(C)CC1 (stereo not drawn)	0.6%	-3.5%	-2.0	4.5	-3.1%	0.5%	i	1.1%	-4.8%
NS(=O)(=O)c1cc(C(=O)NCCOc2ccccc2)c(Cl)cc1Cl	-0.6%	?	1.0	1.6	1.6%	-13.7%	-28.5%	-2.1%	6.1%
Cc1ccc[n+](CC(=O)Nc2ccc([N+](=O)[O-])cc2)c1	-17.9%	-5.9%	-0.8	3.8	-14.4%	-6.4%	-17.7%	-0.4%	-4.7%
CCN1CCN(C(c2cccs2)C(C)NC(=O)NC2CCCCC2)CC1 (stereo not drawn)	1.3%	2.4%	0.5	0.0	-2.2%	2.7%	-15.7%	-1.4%	2.1%
O=S(=O)(NCC(c1cccnc1)N1CCOCC1)c1ccccc1 (stereo not drawn)	-7.8%	20.3%	0.8	-0.5	-10.2%	1.3%	i	-3.2%	4.9%
Cc1nn(Cc2ccc(C(=O)NC3CCCCC3)o2)c(C)c1Br	-13.8%	?	-1.9	.	-6.7%	6.2%	-24.4%[57.5 µM]	9.1%	4.7%
O=C(Cc1ccc(F)cc1)Nc1ccc(Cl)cn1	5.2%	-6.7%	-0.8	-3.9	7.2%	-0.7%	-22.0%	-1.0%	-19.0%
CCOC(=O)c1c(NC(=O)c2ccccc2)sc2c(O)c(CN(CC)CC)ccc12	-7.0%	44.6%[activator]	0.4	.	-6.4%	1.6%	i	-12.2%	8.9%
COc1ccccc1Nc1nc(NCCO)nc(N2CCCC2)n1	.	.	-0.1	.	.	-8.9%	i	-2.4%	-8.8%
COCCNC(=S)NNC(=O)c1cc(-c2cccnc2)nc2ccccc12	-2.1%	2.6%	-0.2	-3.4	-4.5%	-3.0%	i	3.1%	12.9%
O=C1CN(C(=O)c2ccc(Br)o2)C(c2ccccc2)c2cc(F)ccc2N1 (stereo not drawn)	-26.9%	7.94µM*	-1.0	-1.8	-4.0%	1.4%	i	6.2%	-13.2%
CCN(CC)S(=O)(=O)c1ccc(C(=O)NNC2=NS(=O)(=O)c3ccccc32)cc1	-2.1%	9.1%	-0.7	-2.3	3.8%	-17.3%	i	-4.2%	-4.6%
Cc1ccc(C(=O)NNC(=O)c2ccco2)cc1	2.1%	15.1%	0.2	-6.6	-0.9%	2.0%	-12.8%	-8.3%	10.4%
CC(=O)c1c(C)[nH]c(C(=O)Nc2cccc(S(=O)(=O)N3CCCC3)c2)c1C	-3.8%	1.9%	-0.1	-1.5	8.6%	-1.0%	-42.1%[inhibitor]	7.8%	-8.1%
Cc1cc(N2CCCCCC2)nc2ccccc12	-24.1%	?	-0.5	-10.0	-6.0%	-9.1%	i	4.8%	1.9%
Cc1ccc(N(C(C)C(=O)Nc2cc(Cl)ccc2Oc2ccccc2)S(C)(=O)=O)cc1 (stereo not drawn)	11.7%	?	-0.8	.	3.7%	22.2%	-12.8%[57.5 µM]	-0.1%	3.9%
CCOC(=O)Oc1ccc2c(c1)C(C)=CC(C)(C)N2C(=O)OCC	-0.1%	?	-2.0	-8.6	-5.6%	10.3%	i	3.8%	-13.9%
O=C(Nc1ccc(Oc2ccccc2)cc1)c1ccc2sc([C@H]3C[C@H](O)[C@@H](CO)O3)nc2c1	-8.5%	-8.8%	-1.0	-2.9	-15.3%	1.4%	-91.1%[inhibitor]	-0.9%	-12.7%

The final 2 entries of the part above are carried over, then new ones follow:
SMILES	GLP1R cytotox	GLP-1R inv ag	IL2 activator	PI5P4K alpha inh	PLK1 PBD block	EPAC1 ag	PTHR1 agonist	GLP1R ag	EPAC1 antagonist
CCOC(=O)Oc1ccc2c(c1)C(C)=CC(C)(C)N2C(=O)OCC	-0.1%	?	-2.0	-8.6	-5.6%	10.3%	i	3.8%	-13.9%
O=C(Nc1ccc(Oc2ccccc2)cc1)c1ccc2sc([C@H]3C[C@H](O)[C@@H](CO)O3)nc2c1	-8.5%	-8.8%	-1.0	-2.9	-15.3%	1.4%	-91.1%[inhibitor]	-0.9%	-12.7%
CCCCSc1nc2sc3c(c2c(=O)n1-c1ccccc1C)CC(C)(C)OC3	0.2%	1.2%	.	.	.	.	i	-4.4%	.
COc1ccc(C(c2nnnn2Cc2ccccc2)N2CCN(C(=O)c3ccco3)CC2)cc1OC (stereo not drawn)	-5.5%	9.1%	5.0	1.8	-4.6%	-4.5%	i	0.4%	-7.0%
O=C(Nc1ccc(S(=O)(=O)N2CCCC2)cc1)c1ccc(Cl)nc1	-0.5%	0.6%	-1.9	3.3	-4.6%	1.5%	-17.8%	9.6%	-0.7%
CCOCCc1nnc(N)s1	1.4%	-0.4%	0.9	.	-6.4%	9.4%	i	-3.7%	9.3%
O=C(NC12CC3CC(CC(C3)C1)C2)c1ccc([N+](=O)[O-])cc1	-8.8%	?	0.6	-8.2	-10.1%	-5.2%	-16.7%	-3.2%	-14.6%
Cc1ccc(S(=O)(=O)NC(CC(C)C)C(=O)Oc2ccc3c4c(c(=O)oc3c2)CCC4)cc1 (stereo not drawn)	28.5%	9.7%	-1.0	.	-9.5%	15.0%	-51.5%[inhibitor]	-16.9%	0.5%
CC1(C)OC(=O)C(=NNc2ccc(Cl)cc2)C(=O)O1	-13.1%	3.3%	-1.8	.	-2.1%	1.5%	-6.3%[57.5 µM]	-5.1%	7.2%
CCn1nc(C)c(CN2CCC(C(=O)Nc3cccc(-c4cccc(Cl)c4)c3)CC2)c1C	?	7.0%	1.9	3.4	-3.9%	-6.5%	-20.7%	-7.1%	7.7%
Cc1cc(C)c(NC(=O)Cn2nc(-c3ccccc3)nc2-c2ccccc2)c(C)c1	-29.5%	0.6%	-0.3	5.0	?	4.3%	-31.3%[inhibitor]	-4.2%	-6.8%
COc1ccccc1C(CNc1ncnc2sc(C)c(C)c12)N(C)C (stereo not drawn)	-3.7%	?	-4.3	6.3	-11.7%	-2.3%	-22.7%	15.3%	13.3%
Cc1ccc(-n2nnnc2CNC(=O)C2CC(=O)N(c3ccc(F)cc3)C2)cc1C (stereo not drawn)	-16.6%	-6.8%	0.0	9.6	1.1%	-4.6%	-24.5%	-0.7%	-17.4%
Cc1ccccc1-c1nc(CS(=O)(=O)CC(=O)NCc2ccc(F)cc2)c(C)o1	0.2%	?	-3.5	6.4	-8.6%	-5.4%	-33.5%[inhibitor]	-6.1%	-4.8%
S=C(NCCc1ccccc1)N1CCN(C2CCCCC2)CC1	-3.6%	-11.3%	-0.9	5.9	1.5%	0.2%	i	0.7%	5.7%
Cc1cc(C)c(S(=O)(=O)Nc2ccccc2C(=O)OCC(=O)NCc2ccccc2)c(C)c1	11.2%	0.4%	-6.0	2.8	-14.9%	10.0%	-11.8%	10.3%	-7.1%
Cc1cccc(CCNS(=O)(=O)c2ccc3c(c2)NC(=O)C(C)S3)c1 (stereo not drawn)	-1.1%	?	0.4	-4.1	-12.5%	0.6%	-2.0%	-0.1%	?
Cc1ccc2[nH]c(-c3ccccc3)c(CN3CCCC3)c(=O)c2c1	9.2%	-18.9%	-0.3	1.9	-1.2%	-8.8%	i	1.7%	-21.1%
Cc1ccc(C(=O)N/C(=C\c2cn(C)c3ccccc23)C(=O)NCCCN2CCOCC2)cc1	19.0%	-16.7%	-0.3	-2.0	-17.7%	6.7%	i	-1.1%	-5.0%
CC1(C(=O)NCc2ccccc2Br)CCN1Cc1csc2ccccc12 (stereo not drawn)	1.6%	?	-0.8	16.7	-2.4%	-9.6%	-21.0%	0.0%	-9.6%
COc1ccc(NC(=O)CSc2ncnc3c2cnn3CCc2ccccc2)cc1	4.9%	18.5%	0.2	-6.4	-13.8%	12.8%	i	11.7%	7.6%
COC(=O)CN(C)C(=O)c1ccc2nc(Cc3cccc(Cl)c3)oc2c1	7.8%	17.4%	-0.3	-2.0	-7.6%	7.7%	-15.8%	-0.3%	1.9%
CC(C)Oc1ccc(Cc2cnc(=S)[nH]c2N)cc1	-5.7%	13.4%	0.0	-17.6	?	-4.6%	-0.6%	-3.3%	-16.8%
CNc1ccc(-c2cccc(C(C)=O)c2)cn1	-2.5%	-1.9%	1.5	-3.6	-9.8%	-14.6%	-1.7%	3.3%	-2.7%
CCOC(=O)[C@]12CCCC=C1N(Cc1ccccc1)C(=O)[C@H](CC(=O)N1CCN(C(=O)C3CC3)CC1)C2	-7.3%	?	-0.2	5.3	-1.5%	-0.7%	1.7%	.	0.9%
CS(=O)(=O)N(CC(=O)N1CCCCC1)c1ccc(Cl)c(C(F)(F)F)c1	-17.5%	-5.3%	-0.7	.	-8.0%	1.3%	-22.8%	-4.6%	16.5%
O=C(NC1CCN(Cc2ccccc2)CC1)c1cccc(S(=O)(=O)Nc2ccc(Br)cc2)c1	-10.9%	?	-1.4	6.3	-3.6%	8.6%	-38.6%[inhibitor]	-4.0%	2.2%
O=C(NN1CCOCC1)c1cccc(Cl)c1	10.3%	-33.0%	-2.0	2.4	-2.5%	-4.7%	i	-5.3%	-13.1%
O=C(CSc1nnc(C2CC2)n1-c1ccccc1)NCCc1ccccc1	8.1%	?	0.1	0.4	-1.6%	-0.2%	i	-0.3%	-9.8%
O=C(Cn1cnc2cc([N+](=O)[O-])ccc2c1=O)Nc1cccc2ccccc12	-12.6%	-19.8%	-3.7	-11.0	0.8%	-1.6%	i	4.2%	9.1%
COc1ccc(NS(=O)(=O)c2ccc3nc(COc4ccc(Cl)c(C)c4)[nH]c3c2)cc1	1.7%	?	-3.7	6.5	-18.9%	12.1%	-19.8%	-0.5%	?

From PubChem BioAssay
